# CHRM5 antagonist – antagonists of human muscarinic M5 receptor (CHRM5) | AID 624040 | CHO-hM5 cells, Fluo-8 calcium fluorescence, ACh EC80 | inhibition, % at 3 µM | actives 0.59% (n = 360,000) | P08912;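 active = inhibition above a per-plate cutoff, the mean of that plate's test compounds plus 3 SD, cut at about 27% in these data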;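 also: 0% = acetylcholine EC80 with DMSO and 100% = DMSO without agonist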
# IDE cell inh – cellular human IDE inhibition; actives 0.41% (n = 320,000); P14735; HEK cells, FAbetaB cleavage, fluorescence polarization; inhibition, % at 5.59 µM;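 active = percent inhibition above the average of all tested compounds plus 3 SD, set per screening campaign, cut at about 16% in these data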;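 also: IDE supplied by intact live HEK cells; FP after avidin binding of uncleaved biotin substrate so inhibition keeps polarization high; 0% = DMSO wells and 100% = 60 µM reference IDE inhibitor Ii1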
# Target sequence (P14735 whole entry, looked up): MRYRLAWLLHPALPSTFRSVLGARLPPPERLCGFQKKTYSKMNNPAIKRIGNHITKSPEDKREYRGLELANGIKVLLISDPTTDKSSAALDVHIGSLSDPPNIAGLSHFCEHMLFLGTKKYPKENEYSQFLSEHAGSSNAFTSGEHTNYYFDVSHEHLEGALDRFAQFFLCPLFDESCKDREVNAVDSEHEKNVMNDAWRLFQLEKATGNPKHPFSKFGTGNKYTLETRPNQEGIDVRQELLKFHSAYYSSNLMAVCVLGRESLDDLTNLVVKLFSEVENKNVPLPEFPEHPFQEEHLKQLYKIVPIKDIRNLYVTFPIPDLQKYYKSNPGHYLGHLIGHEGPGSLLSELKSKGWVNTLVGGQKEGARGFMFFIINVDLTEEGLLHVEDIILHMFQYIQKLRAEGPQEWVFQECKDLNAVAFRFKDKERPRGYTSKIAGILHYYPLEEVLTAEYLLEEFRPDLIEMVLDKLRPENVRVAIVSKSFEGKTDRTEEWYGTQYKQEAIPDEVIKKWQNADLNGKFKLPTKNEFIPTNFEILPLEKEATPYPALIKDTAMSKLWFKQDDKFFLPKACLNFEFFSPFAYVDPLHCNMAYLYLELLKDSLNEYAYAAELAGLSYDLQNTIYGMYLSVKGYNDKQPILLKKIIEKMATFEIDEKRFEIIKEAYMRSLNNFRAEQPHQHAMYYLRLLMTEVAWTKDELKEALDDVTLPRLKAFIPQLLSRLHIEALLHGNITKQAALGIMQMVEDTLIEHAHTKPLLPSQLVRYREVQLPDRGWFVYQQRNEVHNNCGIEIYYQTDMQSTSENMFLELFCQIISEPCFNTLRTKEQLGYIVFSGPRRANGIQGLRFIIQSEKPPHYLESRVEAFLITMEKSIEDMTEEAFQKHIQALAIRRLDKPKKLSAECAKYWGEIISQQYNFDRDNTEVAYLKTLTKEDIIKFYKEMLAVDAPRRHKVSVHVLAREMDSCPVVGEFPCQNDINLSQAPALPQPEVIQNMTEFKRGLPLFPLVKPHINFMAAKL
# M4 ag – agonists of human muscarinic M4 receptor (CHRM4). P08173. CHO-K1 hM4/Gqi5, Fluo-8 calcium fluorescence; vehicle 0%, full acetylcholine response 100%. activation, % at 3 µM. actives 0.14% (n = 360,000). AID 624127;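 active = activation above the run mean over all test wells plus 3 SD, cut at about 32% in these data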;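 also: peak over basal fluorescence ratio per well then scaled between controls; 0% = DMSO wells and 100% = acetylcholine at EC100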
# CRFR2-BP antag – antagonists of CRF-binding protein/CRF-R2 receptor complex. HEK293 CRF-R2/CRF-BP, CRF-induced calcium fluorescence. inhibition, % at 11.8 µM. actives 0.59% (n = 350,000). AID 588475;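 active = inhibition of the ligand-induced calcium signal above about 50% at the single tested concentration, limit read from the data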
# M5 PAM – CHRM5 positive allosteric modulation | actives 0.3% (n = 360,000) | P08912 | activation, % at 3 µM | CHO-K1 hM5, Fluo-8 calcium, ACh EC20 PAM; 0% = ACh EC20, 100% = ACh EC100;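 active = activation above the run cutoff, the mean activation of all test compounds plus 3 SD, cut at about 18% in these data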
#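 System – CHO-K1 hM5 cells · Compound – 3 µM, single dose · Incubation – compound preincubation 140 s before EC20 acetylcholine addition · Technique – Fluo-8 calcium fluorescence · Measure – Max/basal fluorescence ratio as % of EC20–EC100 ACh window · Benchmarks – low control EC20 acetylcholine (0%), high control EC100 acetylcholine (100%) · Replication – singlicate, one well per test compound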
# CRFBP-R2 agonist – agonists of human CRF-binding protein/CRF-R2 receptor complex. HEK293 CRF-R2/CRF-BP, calcium dye fluorescence (FLIPR); percent of saturating CRF peptide response. activation, % at 13.2 µM. AID 588473. actives 0.46% (n = 350,000);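 active = activation of at least 50%, plus an integration ratio under a set limit after plate pattern correction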;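 also: plate controls were neutral control wells without compound for no effect and CRF at EC100 for full effect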
# M4 PAM – potentiates acetylcholine response at human M4 receptor. P08173. CHO-K1 hM4/Gqi5, Fluo-8 calcium fluorescence, ACh EC20; 0% = ACh EC20, 100% = maximal ACh. activation, % at 3 µM. actives 0.4% (n = 360,000);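 active = activation above its plate's cutoff, the mean activation of sample wells plus 3 SD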; also: some results filed as inactive read as strong as hits
# M5 ag – agonists of human muscarinic M5 receptor (CHRM5). CHO-K1 hM5 cells, Fluo-8 calcium fluorescence; 0% DMSO wells, 100% maximal acetylcholine response. activation, % at 3 µM. actives 0.19% (n = 360,000). AID 624037;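 active = activation above the run's mean over test compounds plus 3 SD, cut at about 23% in these data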;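 also: signal is peak over basal fluorescence ratio across the kinetic read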
# CHRM4 antagonist – blocks acetylcholine activation of human M4 receptor; P08173; CHO-hM4 cells, ACh EC80, Fluo-8 calcium fluorescence; inhibition, % at 3 µM; actives 0.73% (n = 360,000);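 active = inhibition above its plate's cutoff, the mean inhibition of sample wells plus 3 SD, cut at about 27% in these data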;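 also: 0% = acetylcholine EC80 with DMSO and 100% = DMSO without agonist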
# Numbers without * were called inactive; / = no result given.
SMILES,CHRM5 antagonist,IDE cell inh,M4 ag,CRFR2-BP antag,M5 PAM,CRFBP-R2 agonist,M4 PAM,M5 ag,CHRM4 antagonist
CSCC[C@H](N)C(=O)N1CCC(C(=O)N[C@@H](C)C(=O)NCc2ccc(F)cc2)CC1,8,7,1,9,-2,-0.4,-2,0,-6
Nc1ccc2c(c1)CC(=O)c1ccccc1S2,-8,4,1,5,-6,-1.3,5,-2,-10
COC(=O)c1ccc(Cn2c(C)c(C(=O)NCc3cccc(C(F)(F)F)c3)sc2=O)o1,-1,/,12,/,-7,/,-1,4,-13
O=C(OCc1c(-c2ccccc2)ncc2ccccc12)c1ccccc1C(F)(F)F,16,4,-1,4,-8,-4.1,2,-4,-7
Cc1onc(-c2c(F)cccc2Cl)c1C(=O)OCC(=O)NCc1ccco1,-2,2,0,-3,5,1.6,3,-1,17
Cc1cccc(OCc2n(CC(=O)OC3CC(C)CCC3C(C)C)c3ccccc3[n+]2C)c1 (configuration not stated),40*,-4,3,-105,-20,18,-17,-9,39*
O=C(CSc1ncn[nH]1)c1cc2ccccc2o1,22,-4,1,11,-12,0.2,-4,-3,0
CCOC(=O)Cc1csc(NC(=O)COc2ccc(N(C)S(=O)(=O)c3ccc(C)cc3)cc2)n1,8,5,12,9,-48,-2.4,-11,-4,4
CC(Sc1nc(N)cc(N)n1)C(=O)NCC1CCCO1 (configuration not stated),2,-2,12,3,-1,0.1,2,5,2
NNC(=S)NC1CCS(=O)(=O)C1 (configuration not stated),16,10,2,108*,-9,5.0,2,0,7
O=[N+]([O-])c1ccc(N2CCOCC2)cc1SCc1ccco1,-1,-5,1,-6,7,-0.8,10,-3,-11
Cc1ccc(S(=O)(=O)N2CCCC(C(=O)NC3CCCC3)C2)cc1Cl (configuration not stated),0,5,1,16,1,-1.5,-2,-2,-11
Cc1ccc2c(c1)[C@H]1[C@H](CO2)[C@H](c2ccccc2)[C@]2(C)C(=O)NCC(=O)N12,5,0,6,11,6,2.1,-6,2,-5
Cc1ccccc1NC(=S)N1CCN(c2ccccc2C)CC1,10,-3,1,-13,-2,2.2,0,-13,-12
O=C(Nc1ccc(-c2cn3c(n2)SCC3)cc1)c1ccco1,15,-8,3,15,-4,-1.7,8,2,9
CC1(C)Cc2cccc(OCC(=O)Nc3cccnc3)c2O1,2,1,4,3,-15,-0.3,-8,1,-1
C=C(C)CSc1nc2sc3c(c2c(=O)n1-c1ccccc1)CCN(C)C3,8,-4,1,-6,-1,3.6,-15,-7,22
Cc1c(C)n(Cc2ccccc2)c2ncnc(NCCN(C)C)c12,7,5,1,-16,-3,-2.0,-2,-7,1
CC(=O)Nc1cnc(-c2ccccc2O)cn1,1,/,0,/,2,/,1,0,-6
CCCCCn1c(N2CCN(c3cccc(Cl)c3)CC2)nc2c1c(=O)[nH]c(=O)n2C,-3,-1,1,-11,-1,-0.8,1,-2,-9
COc1ccc(CNC(=O)c2sc(=O)n(Cc3ccc(S(=O)(=O)N(C)C)cc3)c2C)cc1,5,/,16,/,-12,/,-7,11,-15
Cc1ccccc1CN1C(=O)c2ccccc2S(=O)c2ccc(C(=O)NCCCN3CCOCC3)cc21 (configuration not stated),22,3,0,-13,-6,1.9,2,-8,12
Nc1cccc(-c2csc(-n3ncc(C(=O)O)c3C(F)(F)F)n2)c1,-2,-3,0,-5,7,-0.6,17*,-1,-7
Cc1cc(C(=O)N2CCC2(C)C(=O)NS(=O)(=O)c2cccc(Cl)c2)nn1C (configuration not stated),-7,/,1,/,2,/,8,-1,-5
Cc1nnsc1C(=O)N1CCN(c2ccc(F)cc2)CC1,-3,4,0,-11,-5,0.7,-11,1,-5

# (listing goes on)
SMILES,CHRM5 antagonist,IDE cell inh,M4 ag,CRFR2-BP antag,M5 PAM,CRFBP-R2 agonist,M4 PAM,M5 ag,CHRM4 antagonist
COc1ccc(C2=NS(=O)(=O)N(C)C(C(=O)N3CCOCC3)=C2)cc1,6,-3,5,8,-6,-1.8,-8,3,0
CCOc1cc(/C=C2\SC(=O)N(CC(=O)Nc3ccccc3F)C2=O)cc([N+](=O)[O-])c1O,-1,5,-1,9,23*,-10,11,0,-2
COC(=O)c1ccccc1SC1CC(=O)N(c2cccc(C)c2)C1=O (configuration not stated),-6,2,2,-12,-2,1.0,1,-1,-7
Cn1c(=O)c2[nH]c(NN=Cc3ccc(F)cc3)nc2n(C)c1=O,12,/,0,-1,-10,-4.1,-2,2,2
Cc1ccccc1N/C(=C(/C(Cl)=C(Cl)Cl)[N+](=O)[O-])n1nnc2ccccc21,2,-11,2,11,-7,-0.4,4,4,3
COc1ccccc1CNC(=O)c1cc(S(=O)(=O)N2CCN(c3ccccc3)CC2)ccc1Cl,-1,/,6,40,-2,6.5,0,2,-14
COc1ccc(/C=N/OCc2ccc(Br)cc2)c(OC)c1,-9,3,0,1,4,6.9,-1,-9,-15
CCOC(=O)NNC(=O)c1ccc(Cl)cc1,-1,5,3,-19,0,1.2,1,-3,-5
Nc1[nH]c(C(=O)c2ccccc2)c(-c2ccc(Cl)cc2)c1C(=O)NCc1ccco1,4,/,1,/,-7,/,9,3,-17
CCC(/C=N/Nc1ccc(S(=O)(=O)N2CCCC2)cc1[N+](=O)[O-])CC,-1,-10,2,16,-3,-1.1,3,0,-1
COc1cc(S(=O)(=O)NCc2cccnc2)c(OC)cc1Br,-9,1,2,9,5,-0.9,-3,0,4
CN(C)CCCNCCCNC(=O)/C(=N\O)c1ccccc1,1,0,1,-18,6,-1.3,33*,-5,-17
CC(NC(=O)C12CC3CC(CC(C3)C1)C2)c1ccc2c(c1)OCCO2 (configuration not stated),-2,4,1,-21,3,-1.1,7,-2,-2
CCOc1ccc(N(CC(=O)N/N=C/c2cc([N+](=O)[O-])ccc2Cl)S(C)(=O)=O)cc1,-4,8,0,-2,1,-2.1,14,-4,-5
CN(Cc1cccnc1)Cc1cn(C)nc1-c1ccc(Oc2ccccc2)cc1,10,10,7,19,-5,-3.0,-9,-5,-9
O=[N+]([O-])c1ccc2nc(NS(=O)(=O)c3ccc(Cl)cc3)sc2c1,9,6,0,32,-4,-0.6,2,-3,1
CN1C(=O)NC(c2ccccc2)C2=C1CN(c1ccc3ccccc3c1)C2=O (configuration not stated),11,0,0,2,3,-0.3,7,-2,-9
CC(=C/c1ccccc1)/C=N/NC(=O)c1cc(C)oc1C,-4,9,-1,5,4,0.9,0,-1,-12
COc1ccc2c(c1)c1c(n2C)[C@@H]2CC=C(CO)[C@@H](C1)N2C,2,1,1,-5,1,-1.9,-1,3,-3
CCOC(=O)c1cc2occc2n1Cc1c(F)cccc1Cl,-7,0,-1,-6,6,0.8,3,-6,-5
CCOC(=O)Cn1cc(/C=N/NC(=O)c2ccc(C#N)cc2F)c2ccccc21,3,0,3,-2,-2,-0.5,2,4,4
Cc1cc(C)c(S(=O)(=O)Nc2ccc(O)c(Sc3ncn[nH]3)c2)cc1C,1,0,4,10,-3,-1.1,10,1,-28
CC(NC(C(=O)c1ccccc1)c1ccccc1)c1ccccc1 (configuration not stated),8,/,-2,34,0,-3.2,4,-7,-14
O=c1oc2ccccc2cc1-c1csc(NN=C2CCCCC2)n1,10,-2,4,-19,-2,1.2,1,-1,5
CCP(=O)(CC)c1cccc(N)c1,-3,-1,0,3,2,0.6,10,-1,-2

# (listing goes on)
SMILES,CHRM5 antagonist,IDE cell inh,M4 ag,CRFR2-BP antag,M5 PAM,CRFBP-R2 agonist,M4 PAM,M5 ag,CHRM4 antagonist
O=C1c2ccccc2S(=O)(=O)c2cc(C(=O)N3CCC(N4CCCC4)CC3)ccc21,5,-2,0,9,4,-2.8,-1,-1,-8
N#C/C(=C\c1c(N2CCCCC2)nc2ccccn2c1=O)C(=O)NCc1ccco1,2,1,5,28,7,-1.7,0,-2,-3
S=C(c1ccc(N2CCOCC2)cc1)N1CCCCC1,1,-5,0,2,0,-0.1,0,-4,0
Cc1ccc(C(=O)OCC(=O)N(CC(C)C)c2c(N)n(Cc3ccccc3)c(=O)[nH]c2=O)o1,5,6,1,-2,-1,-0.2,6,0,-5
CCn1c(CCc2ccccc2)nnc1SCC(N)=O,14,2,0,11,4,-0.9,1,0,-8
COc1ccc(NC(=S)NNC(=O)C2CC2c2ccc(C)cc2)cc1 (configuration not stated),1,7,2,-5,4,-3.0,12,-2,-11
O=C(NC1CCCC1)C(c1ccncc1)N(C(=O)c1csnn1)C1CCCC1 (configuration not stated),3,-7,1,-31,1,1.5,6,0,-3
O=C1CCC[C@@H]2C[C@@]3(C[C@@H]4CCN1[C@H]24)Nc1cc(Cl)ccc1NC3=NCc1ccccc1,12,/,5,-11,-5,1.6,10,1,5
COc1ccccc1N1CCN(C(=O)c2cc(=O)c3ccc(C)cc3o2)CC1,3,0,11,-1,-11,-0.7,-6,-3,-22
CCN(C(=O)COc1ccc(C)nc1[N+](=O)[O-])C1CCS(=O)(=O)C1 (configuration not stated),0,1,0,12,-3,-2.9,-8,1,6
CCN(CC)CCCNS(=O)(=O)c1ccc(OC)cc1,6,2,0,0,4,0.2,4,-3,2
COc1ccc(S(=O)(=O)N(C)CC(=O)O)c2ccccc12,3,-3,1,-1,1,-0.2,12,1,3
CC(=O)N1Cc2ccccc2C(C)CC12CCCC2 (configuration not stated),1,-6,3,27,-6,1.4,-8,1,8
CCOC(=O)c1[nH]c(C)c(C(=O)NCC2CCCO2)c1C (configuration not stated),0,-4,0,6,2,-0.9,1,0,15
C/C(=N/NC(=O)c1nnn(-c2nonc2N)c1-c1ccccc1)c1ccncc1,12,4,4,-10,-2,-0.1,-4,0,-3
COC(=O)C(C)Sc1ccc2nnc(CCNS(=O)(=O)c3ccc(C)cc3)n2n1 (configuration not stated),-7,8,0,5,0,-2.5,-9,-1,8
Cc1ccnc(NS(=O)(=O)c2ccc(NC(=O)Cc3ccc(Cl)cc3)cc2)n1,0,-4,1,-1,3,0.2,4,-4,-4
CCN(CC)S(=O)(=O)c1cccc(C(=O)NC(C(=O)NCCc2ccccn2)C(C)C)c1 (configuration not stated),1,6,1,8,-2,-4.9,0,-2,-16
CCCN1C2CCCC1CC(NC(=S)Nc1cccc(C)c1C)C2 (configuration not stated),15,-8,0,-14,-3,1.3,-4,-14,-7
COc1ccc(Cc2c(-c3ccccc3)nc3cc(C)c(Br)c(C)n23)c(C)c1,-1,/,1,/,-11,/,-3,1,4
N=c1c(C(=O)NCc2ccccc2)cc2c(=O)n3ccccc3nc2n1CCCN1CCOCC1,0,1,1,4,2,2.7,-6,-6,2
O=[N+]([O-])c1ccc(/C=N/NC(=S)Nc2ccccc2F)o1,-7,1,1,11,2,0.8,1,-1,0

# Full records from above:
# CCN(CC)CCCNS(=O)(=O)c1ccc(OC)cc1 reads CHRM5 antagonist: 6; IDE cell inh: 2; M4 ag: 0; CRFR2-BP antag: 0; M5 PAM: 4; CRFBP-R2 agonist: 0.2; M4 PAM: 4; M5 ag: -3; CHRM4 antagonist: 2
# S=C(c1ccc(N2CCOCC2)cc1)N1CCCCC1 reads CHRM5 antagonist: 1; IDE cell inh: -5; M4 ag: 0; CRFR2-BP antag: 2; M5 PAM: 0; CRFBP-R2 agonist: -0.1; M4 PAM: 0; M5 ag: -4; CHRM4 antagonist: 0
